# MT1-MMP act inh: MT1-MMP (human) activation inhibition | P50281 | HT1080 RFP-PRO-GFP cells, GFP/RFP ratio fluorescence, overnight; percent of plate control window, DMSO zero | GFP/RFP ratio change, % at 20 µM | 360,000 tested, 0.061% active | AID 651647;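 active = GFP/RFP ratio change of at least 30% with cell ATP level not reduced by more than half and red fluorescence within 50% of control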; note: strong numbers were not always called active
#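 Assay system: HT1080 cells carrying an RFP-PRO-GFP reporter | Dosing: Single dose of 20 µM compound, 1% DMSO final | Incubation: Cells overnight before dosing, compound overnight, 37 °C, 5% CO2 | Evaluation: GFP/RFP fluorescence ratio | Control set: DMSO and RFP-L50D-GFP cell wells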
# SKN-1 inh: C. elegans SKN-1 inhibition | C. elegans VP596 Pgst-4::GFP/RFP ratio, acrylamide-induced, 24 h | inhibition, % at 21.8 µM | AID 624304 | 360,000 tested, 0.49% active;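 active = interference check ratio from 0.5 to 1.5 plus GFP to RFP signal ratio inhibition reaching or exceeding a fixed threshold, cut at about 30% in these data, passing the limit was not always enough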; note: some compounds called inactive have numbers as strong as hits
# NRP1-CendR mod: modulators of CendR peptide binding to human neuropilin-1; O14786; FAM-RPARPAR peptide binding to NRP-1, fluorescence polarization; inhibition, % at 25 µM; 360,000 tested, 0.85% active; AID 602438;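 active = inhibition or corrected inhibition above about 18%, plus a signal ratio from 0.5 to 1.5, limit read from the data, passing the limit was not always enough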; note: strong numbers were not always called active
# Target sequence (O14786 whole entry, looked up): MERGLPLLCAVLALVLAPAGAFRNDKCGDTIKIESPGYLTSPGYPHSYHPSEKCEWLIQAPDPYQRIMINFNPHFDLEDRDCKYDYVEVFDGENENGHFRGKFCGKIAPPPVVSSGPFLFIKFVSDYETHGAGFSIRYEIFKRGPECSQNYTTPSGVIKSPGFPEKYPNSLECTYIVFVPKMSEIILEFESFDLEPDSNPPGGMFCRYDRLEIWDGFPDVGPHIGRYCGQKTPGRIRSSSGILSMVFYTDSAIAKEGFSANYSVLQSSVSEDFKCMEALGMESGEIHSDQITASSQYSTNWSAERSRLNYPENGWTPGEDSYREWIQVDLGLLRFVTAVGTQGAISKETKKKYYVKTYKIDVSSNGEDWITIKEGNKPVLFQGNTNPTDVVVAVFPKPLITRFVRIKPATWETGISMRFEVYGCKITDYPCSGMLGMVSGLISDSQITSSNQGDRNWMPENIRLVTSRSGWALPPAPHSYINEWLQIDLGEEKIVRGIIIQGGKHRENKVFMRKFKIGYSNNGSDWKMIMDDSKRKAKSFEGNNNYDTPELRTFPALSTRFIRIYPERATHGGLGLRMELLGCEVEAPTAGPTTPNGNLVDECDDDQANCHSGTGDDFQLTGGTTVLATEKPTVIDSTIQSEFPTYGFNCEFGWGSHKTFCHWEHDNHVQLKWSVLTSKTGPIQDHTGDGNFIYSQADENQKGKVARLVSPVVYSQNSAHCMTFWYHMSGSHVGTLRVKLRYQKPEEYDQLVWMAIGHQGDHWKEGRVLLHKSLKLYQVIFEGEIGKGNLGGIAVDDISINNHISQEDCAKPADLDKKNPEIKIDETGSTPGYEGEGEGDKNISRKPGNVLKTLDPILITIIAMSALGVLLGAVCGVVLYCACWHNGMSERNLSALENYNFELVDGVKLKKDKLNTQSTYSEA
# MsrA act: activates bovine MsrA enzyme; purified bovine MsrA, absorbance read-out; AID 602163; activation, % at 10.6 µM; 360,000 tested, 0.3% active; in the data active = activation above about 7.5%;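 note: 0% = vehicle and 100% = reference activator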
# E coli Lon inh: inhibitors of E. coli Lon protease. inhibition, % at 7.94 µM. purified E. coli Lon protease, fluorescence polarization. AID 602123. 360,000 tested, 0.42% active; in the data active = inhibition above about 13%, passing the limit was not always enough;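 note: 0% = enzyme with probe and DMSO and 100% = no enzyme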
# PABP1 MLLE inh: inhibitors of microRNA-mediated deadenylation, human PABP1 MLLE binding | P11940 | GST-MLLE / FITC-PAM2 fluorescence polarization | inhibition, % at 20 µM | 360,000 tested, 0.36% active; in the data active = inhibition above about 35%, passing the limit was not always enough;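 note: plate controls were DMSO wells with GST-MLLE for no effect and wells lacking GST-MLLE protein for full effect; some results filed as inactive read as strong as hits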
# FAS-TE inh: blocks the thioesterase domain of human fatty acid synthase | recombinant FAS-TE, OMFH fluorogenic substrate, fluorescence endpoint | inhibition, % at 15 µM | P49327 | 360,000 tested, 0.67% active;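 active = compounds whose normalised, plate-corrected inhibition of enzyme fluorescence in the single-dose primary screen is 50% or more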;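 note: 0% = DMSO with enzyme and 100% = substrate without enzyme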
# Tb MetRS inh: blocks T. brucei methionyl-tRNA synthetase activity; purified T. brucei MetRS, ATP depletion, Kinase-Glo luminescence; 360,000 tested, 0.4% active; AID 624268; inhibition, % at 11.9 µM;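 active = inhibition above a per-plate cutoff of the control wells' mean inhibition plus 3 SD, cut at about 5.5% in these data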;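 note: 0% = DMSO wells median and 100% = median of wells with control inhibitor compound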
#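 technique = Kinase-Glo luminescence, ATP depletion format | system = purified MetRS (methionyl-tRNA synthetase) enzyme from Trypanosoma brucei | timing = 15 min preincubation, 2 h reaction, all 25 °C | evaluation = percent inhibition versus plate control medians | dosing = single dose, 11.9 µM final nominal, 0.9% final DMSO | also added = substrates ATP, L-methionine and bulk Escherichia coli tRNA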
# MsrA inh: inhibitors of bovine MsrA. purified bovine MsrA, absorbance read-out. inhibition, % at 15.5 µM. 360,000 tested, 0.75% active. AID 651718; in the data active = inhibition above about 4.5%;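 note: 0% = vehicle wells with enzyme and 100% = reference inhibitor wells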
# * = called active by the depositor; / = not tested or not shown.
# Codes: A = MT1-MMP act inh; B = SKN-1 inh; C = NRP1-CendR mod; D = MsrA act; E = E coli Lon inh; F = PABP1 MLLE inh; G = FAS-TE inh; H = Tb MetRS inh; I = MsrA inh
(1) O=C(CSc1ncnc2ccccc12)NCC(=O)c1ccccc1
  A = -1	B = 2	C = -3	D = 0	E = -4	F = -1	G = 0	H = -0.1	I = 1.2

(2) O=C(NCCN1CCOCC1)C(=O)NCC1CCCO1 (stereo not given)
  A = -3	B = 3	C = 38*	D = -1	E = 7	F = -4	G = -7	H = 0.1	I = 1.1

(3) Cc1ccc(S(=O)(=O)N2CCN(C(=O)COC(=O)COc3ccc(Br)cc3)CC2)c(C)c1
  A = 4	B = 1	C = 9	D = -8	E = -16	F = -3	G = -3	H = -0.3	I = 0.0

(4) CN(C)S(=O)(=O)c1ccc(C(=O)OCC2COC(C)(C)O2)cc1 (stereo not given)
  A = 0	B = 15	C = -3	D = -1	E = 5	F = 3	G = 0	H = 0.5	I = -0.2

(5) CCC(C)NCCOCCOc1ccc(Cl)c(C)c1C (stereo not given)
  A = -2	B = 1	C = 9	D = -8	E = 14	F = -1	G = -8	H = -1.2	I = -0.6

(6) COc1ccc(S(=O)(=O)Nc2ccc(S(=O)(=O)N3CCOCC3)cc2)cc1
  A = 2	B = -3	C = -1	D = -10	E = 4	F = -21	G = -3	H = -0.8	I = 0.4

(7) O=S(=O)(c1ccc(Cl)cc1)N1CCN=C1SCc1ccc(Cl)c(Cl)c1
  A = -3	B = -7	C = 12	D = -3	E = -2	F = 10	G = -6	H = 0.6	I = 0.2

(8) Cc1ccc(S(=O)(=O)NCCC(=O)NNc2c(F)c(F)cc(F)c2F)cc1
  A = 0	B = -1	C = -2	D = -6	E = 0	F = 3	G = -5	H = -0.5	I = 0.3

(9) O=c1cc(-c2ccccc2)nc2nc[nH]n12
  A = 5	B = -8	C = 6	D = -6	E = -3	F = 2	G = -4	H = -0.7	I = -1.2

(10) COCCCNC(=O)CCn1c(=O)c2ccccc2n(CC(=O)Nc2ccc(C)cc2C)c1=O
  A = 3	B = -6	C = 12	D = -2	E = -2	F = -7	G = 0	H = -1.1	I = -0.1

(11) O=C(Nc1nc2c(s1)CCCC2)C1CCCN1C(=O)c1cccs1 (stereo not given)
  A = -3	B = -4	C = 2	D = -3	E = -16	F = -83	G = 9	H = 5.9*	I = 0.1

(12) C/C(=N\NC(N)=O)c1ccc(Cl)s1
  A = -1	B = -4	C = -3	D = -1	E = 3	F = 4	G = -5	H = 0.6	I = 0.3

(13) CC(C)NC(=O)c1nn2c(C(F)(F)F)cc(-c3ccco3)nc2c1Cl
  A = -13	B = 6	C = -63	D = 0	E = -13	F = -74	G = -8	H = -0.1	I = 0.6

(14) O=C(c1c(F)cccc1F)N1CCN(c2ncc(Br)cn2)CC1
  A = 0	B = 10	C = -1	D = -10	E = 2	F = -4	G = -2	H = -1.1	I = -0.3

(15) COc1ccc(C)cc1S(=O)(=O)n1c([N+](=O)[O-])cnc1C
  A = 3	B = 21	C = 4	D = 0	E = -2	F = 5	G = -6	H = -0.2	I = 1.1

(16) O=C(COC(=O)CSc1ccc2ccccc2c1)NC1CC1
  A = -5	B = -4	C = -4	D = 1	E = -8	F = 8	G = -3	H = -0.4	I = -1.6

(17) CCNC(=O)c1ccc(NC(=O)CC2SC(N3CCCCC3)=NC2=O)cc1 (stereo not given)
  A = 1	B = 9	C = 0	D = -2	E = -15	F = -5	G = -1	H = 0.4	I = 0.5

(18) CCN(CCCNC(=O)C1CCN(S(=O)(=O)c2c(C)[nH]c(=O)[nH]c2=O)CC1)c1cccc(C)c1
  A = 3	B = 12	C = 6	D = -3	E = -6	F = -8	G = -1	H = -0.5	I = /

(19) CCOC(=O)C1=C(N)OC2=C(C(=O)CCC2)C1c1sccc1C (stereo not given)
  A = -1	B = 7	C = -5	D = -5	E = 1	F = 6	G = 1	H = -0.1	I = 1.1

(20) CCOP(=O)(OCC)c1ccccc1OCP(C)(=O)COc1ccccc1P(=O)(OCC)OCC
  A = -3	B = 17	C = 5	D = -2	E = -13	F = -7	G = -7	H = -0.9	I = -1.1

(21) CCC(C)Oc1nc2ccccc2nc1NS(=O)(=O)c1ccccc1 (stereo not given)
  A = 4	B = 9	C = -2	D = 0	E = 4	F = 8	G = -6	H = -0.3	I = 3.4

(22) Cc1ccc(NC(=O)N2CCCC2C(=O)NCc2ccc3c(c2)OCO3)cc1 (stereo not given)
  A = 0	B = 2	C = -9	D = -2	E = -4	F = 7	G = -3	H = 0.2	I = 0.5

(23) COc1ccccc1Nc1nc(C)cc(C)c1C(N)=O
  A = 6	B = -10	C = -7	D = -1	E = -8	F = 3	G = 3	H = 1.2	I = 1.9

(24) Cc1ccc2cc(C#N)c(N3CCCN(C(=O)C4CCCO4)CC3)nc2c1C (stereo not given)
  A = -20	B = 11	C = -54	D = -10	E = -2	F = -4	G = -19	H = -0.3	I = 0.1

(25) COc1cc2cnc(-c3ccccc3)c(-c3cccc(C(F)(F)F)c3)c2cc1OC
  A = -7	B = 16	C = -1	D = 0	E = 10	F = -15	G = 33	H = -0.2	I = -0.8

# Whole records from above. Order of values: MT1-MMP act inh	SKN-1 inh	NRP1-CendR mod	MsrA act	E coli Lon inh	PABP1 MLLE inh	FAS-TE inh	Tb MetRS inh	MsrA inh
# C/C(=N\NC(N)=O)c1ccc(Cl)s1 is listed as -1	-4	-3	-1	3	4	-5	0.6	0.3
# Cc1ccc(S(=O)(=O)N2CCN(C(=O)COC(=O)COc3ccc(Br)cc3)CC2)c(C)c1 is listed as 4	1	9	-8	-16	-3	-3	-0.3	0.0
# O=C(NCCN1CCOCC1)C(=O)NCC1CCCO1 (stereo not given) is listed as -3	3	38*	-1	7	-4	-7	0.1	1.1
# Cc1ccc(NC(=O)N2CCCC2C(=O)NCc2ccc3c(c2)OCO3)cc1 (stereo not given) is listed as 0	2	-9	-2	-4	7	-3	0.2	0.5
# O=C(Nc1nc2c(s1)CCCC2)C1CCCN1C(=O)c1cccs1 (stereo not given) is listed as -3	-4	2	-3	-16	-83	9	5.9*	0.1

# As entered above:
# In Tb MetRS inh, compound 20 is listed with -0.9
# In NRP1-CendR mod, compound 17 is listed with 0
# In PABP1 MLLE inh, compound 10 is listed with -7
# In SKN-1 inh, compound 1 is listed with 2

# Following part:
# Codes: A = MT1-MMP act inh; B = SKN-1 inh; C = NRP1-CendR mod; D = MsrA act; E = E coli Lon inh; F = PABP1 MLLE inh; G = FAS-TE inh; H = Tb MetRS inh; I = MsrA inh
(26) Cc1nn(-c2ccc(F)cc2)c(Cl)c1C(=O)N(C)CC(=O)Nc1cccc(F)c1
  A = 1	B = 1	C = 7	D = -3	E = -17	F = -3	G = 1	H = 0.3	I = -0.2

(27) Cc1cc2c(c(=O)n1C)C(Cc1ccccc1)C(C#N)=C(N)O2 (stereo not given)
  A = 0	B = -5	C = 6	D = -2	E = 1	F = -1	G = 13	H = -0.1	I = 1.8

(28) CC(=O)N1CCc2cc(S(=O)(=O)Nc3ccc(C)cc3C)ccc21
  A = 2	B = 8	C = -5	D = -4	E = 0	F = -7	G = -2	H = -1.4	I = 0.4

(29) COC(=O)c1ccc(Sc2ccccc2NS(=O)(=O)c2ccc(NC(C)=O)cc2)nc1
  A = 1	B = 19	C = 4	D = 3	E = -4	F = 1	G = -7	H = 0.3	I = 1.0

(30) COc1ccccc1CN(C(=O)Cc1cccs1)C(C(=O)NC1CCCC1)c1ccncc1 (stereo not given)
  A = -4	B = -11	C = -5	D = -14	E = 7	F = 11	G = -4	H = -1.8	I = -0.4

(31) O=C(CSc1cccc(C(F)(F)F)c1)N1CCN(S(=O)(=O)c2ccccc2)CC1
  A = -1	B = 11	C = 0	D = -1	E = 11	F = 0	G = 25	H = -0.4	I = 0.1

(32) CCN(CC)CCN(Cc1cc2cc(C)ccc2[nH]c1=O)C(=S)Nc1ccccc1
  A = -6	B = -3	C = -5	D = -3	E = -6	F = -64	G = 3	H = 0.1	I = 1.4

(33) COC(=O)CC/C(C)=N\Nc1ccc([N+](=O)[O-])cc1[N+](=O)[O-]
  A = 11	B = -3	C = -5	D = -3	E = 7	F = -12	G = 11	H = -0.6	I = 6.3*

(34) COc1ccccc1N1CCN(C(=O)c2cc(-c3ccccc3)on2)CC1
  A = -3	B = 5	C = 5	D = -2	E = 6	F = -3	G = 15	H = 0.0	I = -1.4

(35) COc1ccc(NC(=S)N2CCC(Cc3ccccc3)CC2)cc1
  A = 2	B = 0	C = 19	D = -3	E = -5	F = -106	G = 15	H = -0.5	I = 1.1

(36) C[C@@H]1CN([C@@H](C)CO)S(=O)(=O)c2ccc(Br)cc2O[C@H]1CN(C)C(=O)c1ccc2c(c1)OCO2
  A = -2	B = -3	C = -10	D = 0	E = 9	F = 5	G = 0	H = -0.2	I = -1.6

(37) COc1ccc(OC(=O)c2cn(C)nc2C(F)(F)F)cc1
  A = -2	B = -2	C = -4	D = -3	E = 1	F = -2	G = 0	H = 0.2	I = -0.8

(38) CCc1ccc(NC(=O)CSc2nc3cc(C(=O)OC)ccc3c(=O)n2Cc2ccco2)cc1
  A = 1	B = -16	C = -3	D = 1	E = 5	F = 12	G = -5	H = -0.3	I = 0.2

(39) O=C(Nc1ccc(F)cc1)C(c1ccnc2ccccc12)N1CCN(CC(=O)N2CCCC2)CC1 (stereo not given)
  A = 0	B = 2	C = 13	D = /	E = /	F = /	G = /	H = -0.9	I = 2.9

(40) CCOC(=O)C1CCN(C(=O)C2CCCN(S(=O)(=O)c3ccc(OCC)c(Cl)c3)C2)CC1 (stereo not given)
  A = -8	B = 14	C = 2	D = 0	E = 16	F = 10	G = 15	H = -0.5	I = -0.6

(41) COc1ccc(C(=O)COC(=O)/C=C/c2ccc(S(=O)(=O)Nc3cccc(S(N)(=O)=O)c3)cc2)cc1
  A = -4	B = -18	C = -22	D = -6	E = 4	F = 2	G = 5	H = -0.7	I = 0.5

(42) O=C(O)/C=C/C(=O)Nc1ccc(O)cc1
  A = -87	B = 3	C = 4	D = -3	E = 121*	F = 17	G = -8	H = 1.0	I = -0.6

(43) COc1ccc(CNC(=O)CC(C)S(=O)(=O)c2ccc3c(c2)NC(=O)CO3)cc1 (stereo not given)
  A = -3	B = -6	C = 2	D = 2	E = 4	F = -4	G = -3	H = -0.1	I = 1.6

(44) O=C(NC1CCCCC1)N1CCCCCCC1
  A = 4	B = -12	C = -8	D = -8	E = -3	F = -10	G = -8	H = -2.0	I = 0.7

(45) COc1ccccc1OCCNC(=O)c1ccc(Br)cc1
  A = 0	B = -8	C = 0	D = -2	E = -9	F = 1	G = -1	H = -0.8	I = 0.0

(46) Cn1c(CNC(=O)CNS(=O)(=O)c2ccccc2)cc(=O)n(C)c1=O
  A = 0	B = 6	C = -3	D = -9	E = 0	F = 4	G = -3	H = -0.5	I = -2.0

(47) Cc1cc(C)cc(NC(=O)c2ccc(CSc3nnnn3C)cc2)c1
  A = -2	B = 7	C = 28*	D = -5	E = -6	F = 10	G = 2	H = -1.0	I = 0.8
